# GlmU inhibition = inhibition of mycobacterial GlmU enzyme – biochemical, glucosamine-1-phosphate acetyltransferase (AID 1376); 220,000 compounds, 0.25% hits; inhibition, %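 (tested at 30 µM in the primary screen)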; hits with a dose series show IC50 in µM; M. tuberculosis GlmU acetyltransferase enzyme assay; higher % means a stronger effect; in the data active = inhibition above about 13%; inconclusive = no clear call, values can overlap the other calls;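 also: 0% = complete reaction with vehicle and 100% = reaction without substrate; strong numbers were not always called active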
# RmlCD inh 1536 = inhibitors of Mycobacterium tuberculosis RmlC and RmlD coupled enzymes; RmlC+RmlD coupled enzyme assay, percent inhibition; primary screen in compound mixtures; inhibition, % at 3.6 µM; AID 1533; 160,000 compounds, 0.03% hits; P9WH09+P9WH11; in the data active = inhibition mostly above about 34%, no sharp cut-off; inconclusive = no clear call, values can overlap the other calls; inactive = mostly below about 22%; also: some results filed as inactive read as strong as hits
# Target sequence (P9WH09 whole entry, looked up): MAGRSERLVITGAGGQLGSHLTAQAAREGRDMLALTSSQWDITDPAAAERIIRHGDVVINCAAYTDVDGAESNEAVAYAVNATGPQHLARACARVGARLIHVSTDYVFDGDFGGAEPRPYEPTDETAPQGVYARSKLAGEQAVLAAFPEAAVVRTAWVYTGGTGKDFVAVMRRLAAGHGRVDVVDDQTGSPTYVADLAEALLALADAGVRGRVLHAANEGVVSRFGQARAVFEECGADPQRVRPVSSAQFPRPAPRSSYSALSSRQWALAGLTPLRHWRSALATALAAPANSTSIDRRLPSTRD
# Target sequence (P9WH11 whole entry, looked up): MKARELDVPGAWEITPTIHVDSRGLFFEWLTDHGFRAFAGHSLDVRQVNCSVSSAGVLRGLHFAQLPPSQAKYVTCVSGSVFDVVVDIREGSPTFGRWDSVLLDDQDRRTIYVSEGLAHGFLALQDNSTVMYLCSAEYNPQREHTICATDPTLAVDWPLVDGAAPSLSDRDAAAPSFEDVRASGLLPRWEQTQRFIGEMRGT
# An asterisk follows results filed as active; ? = inconclusive; . = not tested or not shown. A portion of the library; the hit share may differ from the screen's.
1. Cc1nc2ccc(S(=O)(=O)NCC(=O)N3CCN(c4ccccc4)CC3)cc2s1
2. CCn1c(SCc2nc3cc(OC)c(OC)cc3c(=O)[nH]2)nc2ccccc21
3. CCN1CCN(C(=O)CN(c2ccc(C)cc2)S(C)(=O)=O)CC1
4. CCn1nc(/C=C/c2ccccc2)nc2c(=O)n(C)c(=O)nc1-2
5. CCn1c(=O)cc(SCC(=O)NCCC2=CCCCC2)c2ccccc21

Assay by compound	1	2	3	4	5
GlmU inhibition	2.0%	2.2%	0.4%	6.7%	3.2%
RmlCD inh 1536	4	4	7	-10	.

# Exported field by field: 4 of the compounds above
[1] Cc1nc2ccc(S(=O)(=O)NCC(=O)N3CCN(c4ccccc4)CC3)cc2s1
  GlmU inhibition: 2.0%
  RmlCD inh 1536: 4

[2] CCn1c(SCc2nc3cc(OC)c(OC)cc3c(=O)[nH]2)nc2ccccc21
  GlmU inhibition: 2.2%
  RmlCD inh 1536: 4

[3] CCN1CCN(C(=O)CN(c2ccc(C)cc2)S(C)(=O)=O)CC1
  GlmU inhibition: 0.4%
  RmlCD inh 1536: 7

[4] CCn1nc(/C=C/c2ccccc2)nc2c(=O)n(C)c(=O)nc1-2
  GlmU inhibition: 6.7%
  RmlCD inh 1536: -10

# Remaining list, next part.
6. O=[As](O)(O)c1ccc(N=Nc2ccc(O)cc2)cc1
7. CC(C)CC(=O)Nc1ccc([N+](=O)[O-])cc1Cl
8. O=C(CCNS(=O)(=O)c1cccc2nsnc12)N1CC(=O)N(CCc2ccccc2)C(=O)C1
9. CC(C)C(C(=O)NC1=NCCS1)c1ccc(Cl)cc1 (centres undefined)
10. COc1ccc(C(c2nnnn2Cc2cccs2)N2CCN(c3ccccc3)CC2)cc1OC (centres undefined)

Assay by compound	6	7	8	9	10
GlmU inhibition	1.0%	-2.5%	2.7%	1.9%	-4.5%
RmlCD inh 1536	-25	0	.	-5	.

11. Nc1ccccc1Sc1cc(Cl)nnc1Cl
12. C(=N\N1CCN(Cc2cccc3ccccc23)CC1)/c1cccnc1
13. CCOc1ccc(C(=O)Nc2cc(-c3nc4ccccc4[nH]3)ccc2Cl)cc1[N+](=O)[O-]
14. Cc1ccc2nc3c(cc2c1)c(NC(=O)c1cccnc1)nn3C
15. O=C(Nc1ccc(C(=O)O)cc1)/C(=C\c1ccc2c(c1)OCO2)NC(=O)c1ccccc1

Assay by compound	11	12	13	14	15
GlmU inhibition	-4.3%	-0.7%	0.2%	16%	-2.3%
RmlCD inh 1536	2	.	.	-5	10

# The final 4 compounds of the section above lead into the next:
12. C(=N\N1CCN(Cc2cccc3ccccc23)CC1)/c1cccnc1
13. CCOc1ccc(C(=O)Nc2cc(-c3nc4ccccc4[nH]3)ccc2Cl)cc1[N+](=O)[O-]
14. Cc1ccc2nc3c(cc2c1)c(NC(=O)c1cccnc1)nn3C
15. O=C(Nc1ccc(C(=O)O)cc1)/C(=C\c1ccc2c(c1)OCO2)NC(=O)c1ccccc1
16. O=C(Nc1cccc2ccccc12)/C(=C\c1cccc([N+](=O)[O-])c1)NC(=O)c1cccs1
17. O=C(Nc1ccccc1C(=O)NCc1ccco1)c1ccco1
18. CSc1ccccc1NC(=O)CSc1nnnn1-c1ccccc1SC
19. CC1CCN(S(=O)(=O)c2ccc3c(c2)c(=O)c(C(=O)NCc2ccco2)cn3C)CC1
20. O=C(O)c1cc(N/N=C/C=C/c2ccccc2)ccc1Cl

Assay by compound	12	13	14	15	16	17	18	19	20
GlmU inhibition	-0.7%	0.2%	16%	-2.3%	1.0%	3.8%	3.6%	1.0%	-1.3%
RmlCD inh 1536	.	.	-5	10	.	.	.	.	4

21. O=C(CSc1ncnc2ccccc12)Nc1ccc(N2CCOCC2)cc1
22. COc1cc(/C=N/Nc2nc(C)cc(C)n2)ccc1OC(=O)c1ccco1
23. CCS(=O)(=O)Nc1cccc(C(=O)O)c1
24. CCNC(=O)c1c(NC(C)=O)sc2c1CCCC2
25. OC(CNCc1ccc(Cl)cc1)C(F)(F)F (centres undefined)

Assay by compound	21	22	23	24	25
GlmU inhibition	1.3%	2.5%	3.3%	1.4%	0.2%
RmlCD inh 1536	5	1	-10	8	-7

26. COc1ccc(O)c(C(=O)c2cc(C#N)c(=O)n(-c3ccc(Cl)cc3)c2)c1
27. COCCN1C(=O)NC(=O)/C(=C\c2ccc(F)cc2)C1=O
28. CC1CCN(C(=O)C2CCC(CNc3c(N4CCCCC4)c(=O)c3=O)CC2)CC1 (centres undefined)
29. N/C(CC(=O)Nc1ccc(F)c(Cl)c1)=N\OC(=O)c1cccs1
30. CCOC(=O)c1c(C)nc2c(C)cccn12

Assay by compound	26	27	28	29	30
GlmU inhibition	-1.1%	0.2%	0.7%	-1.1%	-0.7%
RmlCD inh 1536	.	.	.	.	.

31. O=C(Cc1ccc(Cl)cc1)N/N=C/c1c(Cl)cccc1Cl
32. Cc1nn(C)cc1CN(C)S(=O)(=O)c1cccc([N+](=O)[O-])c1
33. Cc1ccc(CC(=O)N/N=C/c2ccc3c(c2)OCO3)cc1
34. S=c1nc(-c2ccccc2)n(CCN2CCOCC2)c2c1CCCC2
35. CC1CCOC2(O1)C(=O)N(CN1CCN(c3cccc(Cl)c3)CC1)c1ccccc12 (centres undefined)

Assay by compound	31	32	33	34	35
GlmU inhibition	5.4%	0.6%	-4.2%	4.8%	-5.8%
RmlCD inh 1536	-11	1	-12	.	19

36. CN1CCN(C(=O)c2ccccc2NC(=O)c2cccs2)CC1
37. COc1ccc(C(=O)Nc2c(Cl)cc(Cl)cc2C(=O)NCc2ccco2)cc1
38. CC(C1CC2CCC1C2)n1c(-c2cccs2)n[nH]c1=S (centres undefined)
39. CCOC(=O)NC(N(O)c1cccc(Cl)c1)C(Cl)(Cl)Cl (centres undefined)
40. CC(C)COC(=O)Nc1nnc(SCc2ccccc2F)s1

Assay by compound	36	37	38	39	40
GlmU inhibition	-0.5%	3.2%	0.8%	-1.6%	3.6%
RmlCD inh 1536	6	.	.	5	8

41. O=C(Nc1ccc(N2C(=O)c3cccc4cccc(c34)C2=O)cc1)c1ccc(N2CCCCC2)c([N+](=O)[O-])c1
42. O=C(/C=C/c1cccc([N+](=O)[O-])c1)NCCN1C(=O)S/C(=C\c2ccc(F)cc2)C1=O
43. COc1cccc(N2CCN(c3ccc(S(=O)(=O)N4CCCC4)cc3)CC2)c1
44. Cc1ccccc1NC(=O)C(=O)NCCc1ccccc1
45. COc1cccc(-c2cc(C(F)(F)F)nc(-n3ccc([N+](=O)[O-])n3)n2)c1

Assay by compound	41	42	43	44	45
GlmU inhibition	-0.1%	-5.0%	-2.9%	1.5%	-2.7%
RmlCD inh 1536	-2	-7	.	4	-7

46. O=C(NC(=S)Nc1ccc(-c2nc3ncccc3o2)cc1)c1ccccc1F
47. COc1ccc(C2C(C(=O)Nc3ccccc3)=C(C)Nc3nc(CCCO)nn32)cc1 (centres undefined)
48. CCCCCn1nc(C)c(/C=N\NC(=O)c2cc(C)oc2C)c1C
49. O=C(Nc1ccc(Oc2ccc(NC(=O)Nc3ccc([N+](=O)[O-])cc3)cc2)cc1)Nc1ccc([N+](=O)[O-])cc1
50. Cc1n[nH]c(C)c1N1C(=O)c2cccc3c(Br)ccc(c23)C1=O

Assay by compound	46	47	48	49	50
GlmU inhibition	-7.5%	-4.0%	-0.8%	1.8%	2.0%
RmlCD inh 1536	.	-1	.	.	.

51. CCOc1ccc(NC(=O)N2CCN(S(C)(=O)=O)CC2)cc1
52. CCOC(=O)C1(C(F)(F)F)N=C(c2ccccc2F)OC(N(C)C)=N1 (centres undefined)
53. CC(C)(C)c1ccc(C(=O)N/N=C/c2cccc(Cl)c2)cc1
54. O=C(O)C/C(=C\c1cccc(NC(=O)c2ccccc2Cl)c1)c1nc2ccccc2s1
55. COCCNC(=O)c1ccc2snnc2c1

Assay by compound	51	52	53	54	55
GlmU inhibition	0.3%	-0.9%	1.4%	0.7%	-5.2%
RmlCD inh 1536	.	2	6	.	.

56. Cc1oc2ccccc2c1CNC(=O)N(C)C
57. CCOc1ccc(CCNC(=O)C2CCCN(S(=O)(=O)c3c(C)n[nH]c3C)C2)cc1OCC (centres undefined)
58. O=C(O)C(Cc1ccc(O)cc1)N1C(=O)C2CCCCC2C1=O (centres undefined)
59. O=C(CCCc1cccs1)Nc1nc2c(s1)CCCC2
60. COC(=O)c1ccc(NC(=O)CSc2nncc3ccc(OC)c(OC)c23)cc1

Assay by compound	56	57	58	59	60
GlmU inhibition	0.4%	-0.8%	0.8%	-4.5%	-0.6%
RmlCD inh 1536	-3	7	-1	.	-5

61. CCOc1ccc(NC(=O)Nc2nnc(CC)s2)cc1
62. O=c1[nH]c2ccccc2c2ccccc12
63. O=C(Nc1ccccc1)Nc1cccc(Cl)c1Cl
64. Cc1c(NC(=O)c2cc3nc(-c4ccc(Cl)cc4)cc(C(F)(F)F)n3n2)c(=O)n(-c2ccccc2)n1C
65. O=S(=O)(c1ccc(Nc2ccc3c(c2)OCO3)nc1)N1CCOCC1

Assay by compound	61	62	63	64	65
GlmU inhibition	-0.3%	-1.1%	-0.2%	2.9%	4.3%
RmlCD inh 1536	.	-9	-7	?	.

66. c1ccc(OCCCn2nnc(-c3ccc(N4CCOCC4)cc3)n2)cc1
67. COc1ccc(Nc2ccc(Cl)cc2)c(C(=O)O)c1
68. CCSc1nc2ccccc2n1CC(=O)OC
69. O=S(=O)(Nc1ccc(S(=O)(=O)N2CCCCC2)cc1)c1ccc(Br)s1
70. O=S(=O)(NCC1CCCO1)c1ccc(S(=O)(=O)N2CCCC2)cc1 (centres undefined)

Assay by compound	66	67	68	69	70
GlmU inhibition	1.4%	11%	2.5%	0.7%	-3.0%
RmlCD inh 1536	.	1	-8	.	.

71. Cc1ccccc1C(=O)OCCN1CCOCC1
72. C/C(N)=C(/C#N)C(=O)COC(=O)c1ccc(O)cc1
73. c1ccc(-c2ccccc2OCCCN2CCOCC2)cc1
74. CC1=CCC(/C=N\Nc2nnc3c(n2)[nH]c2ccccc23)CC1 (centres undefined)
75. NC(CC(=O)OC1CCCCC1)C(=O)OC1CCCCC1 (centres undefined)

Assay by compound	71	72	73	74	75
GlmU inhibition	3.0%	-3.4%	-3.1%	-3.7%	1.3%
RmlCD inh 1536	-5	.	5	-1	8

76. O=C(Nc1cccc(OC(=O)N2CCCCC2)c1)N1CCOCC1
77. O=C(O)C1CC=CCC1C(=O)Nc1cccc(C(=O)N2CCCCC2)c1 (centres undefined)
78. CCOC(=O)C(NC(=O)N(C)C)(Nc1sc(C)c(CC)c1C#N)C(F)(F)F (centres undefined)
79. CCOC(=O)c1ccc(Nc2nc(C)cc(C)c2C#N)cc1
80. COC(=O)c1sc2ncn(CC(=O)NCCc3ccc(OC)c(OC)c3)c(=O)c2c1C

Assay by compound	76	77	78	79	80
GlmU inhibition	2.5%	5.5%	0.5%	5.5%	-7.6%
RmlCD inh 1536	3	1	-7	-7	-1

81. COc1cc(Nc2nc3ccccc3n3nnnc23)cc(OC)c1OC
82. Cc1ccc(S(=O)(=O)NCc2ccc(C(=O)N3CCN(Cc4ccccc4)CC3)cc2)cc1
83. O=C(O)CC(CC(=O)Nc1ccc(N2CCOCC2)cc1)c1ccccc1 (centres undefined)
84. CC(C)NC(=O)CNc1ccc(C(F)(F)F)cc1[N+](=O)[O-]
85. O=C(Nc1ccc2oc(-c3cccc(F)c3)nc2c1)c1ccccc1F

Assay by compound	81	82	83	84	85
GlmU inhibition	8.2%	-2.1%	3.8%	4.3%	-4.2%
RmlCD inh 1536	-44	-4	.	5	.

86. CCOC(=O)Cc1csc(N/C(=N/S(=O)(=O)c2cc(Br)ccc2OCC)c2ccccc2)n1
87. O=C(O)c1oc2ccc(Br)cc2c1-n1cccc1
88. CC(=O)c1c(O)cc(=O)n(-c2ccccc2)c1-c1cccc2ccccc12
89. CC(=O)Nc1ccc(S(=O)(=O)NC2(C(F)(F)F)NC(=O)N(C3CCCCC3)C2=O)cc1 (centres undefined)
90. Cc1c(Cl)cccc1-c1ccc(C(=O)N2CCN(c3ccc([N+](=O)[O-])cc3)CC2)o1

Assay by compound	86	87	88	89	90
GlmU inhibition	6.0%	2.3%	-2.5%	0.6%	2.1%
RmlCD inh 1536	6	.	18	.	1

91. CN(CCO)Cc1csc2ccc(Br)cc12
92. COc1ccc(C(=O)O)c(OC)n1
93. CCCCCCCC(=O)NN=C1CCN(Cc2ccccc2)CC1
94. COc1ccc(CN(C)C(C)C(=O)NC2CCCc3ccccc32)cc1 (centres undefined)
95. Cc1ccc(N(CCC(=O)O)S(=O)(=O)c2ccc(C)cc2)cc1

Assay by compound	91	92	93	94	95
GlmU inhibition	-5.9%	0.8%	-0.3%	3.7%	-0.7%
RmlCD inh 1536	-5	10	-10	-6	5

96. N#C/C(=C1/CCCCCN1)c1nnc2n1CCCCC2
97. Cc1nc2ccccc2n1CC(=O)OCC(=O)NCc1ccccc1
98. Cc1ccc(C(=O)COc2ncnc3cc(Cl)ccc23)cc1
99. CCC(=NCc1ccc(Cl)c(Cl)c1)c1nc(-c2ccco2)oc1O
100. C#CCOCCOCCOCCNc1nc(N2CCOCC2)nc(N2CCN(C(=O)[C@H](CCC(=O)O)n3cc(C(N)[C@H](C)CC)nn3)CC2)n1 (some centres undefined)

Assay by compound	96	97	98	99	100
GlmU inhibition	-4.8%	1.4%	-2.4%	6.0%	-2.3%
RmlCD inh 1536	1	.	0	-8	.
